Compound activity as filed in PubChem.
NF-kB neuron act: NF-kB expression increase, human neuronal cells | NF-kB reporter expression; stronger effect = higher value | fold change at 12.5 µM | 190,000 tested, 1.6% active | AID 1239; in the data active = fold change above about 3.3
Redox H2O2 prof: compounds producing H2O2 with reducing agent – biochemical, NIH compound library profiling, artefact control for MLSCN library redox annotation, primary screen | DTT-dependent redox cycling H2O2, phenol red/HRP absorbance; 100% = 100 µM peroxide control, 0% = buffer | activation, % at 10 µM | 200,000 tested, 0.03% active;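 active = activation of at least 50% relative to the plate's high and low controls in the primary single-dose screen; inactive = activation below 50%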;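 also: compound incubated with DTT at 0.8 mM final as the reducing agent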
Hsp70 act: switches on Hsp70 transcription | HeLa Hsp70 promoter luciferase reporter, luminescence; scaled: vehicle 0, proteasome-inhibitor control 100% | AID 1203 | activation, % at 10 µM | 200,000 tested, 0.04% active;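 active = activation above the mean across all tested compounds plus 3 SD, cutoff set per campaign, cut at about 5.5% in these data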;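 also: 100% = MG132 at 30 µM as the positive control and 0% = DMSO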
STAT3 blocker: inhibitors of IL-6 induced STAT3 signaling; U3A cells, IL-6 STAT3-luciferase reporter, luminescence; host cell line lacks STAT1; 190,000 tested, 0.89% active; inhibition, % at 5.5 µM; AID 862;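 active = inhibition above the mean inhibition across all screened compounds plus 3 SD, cut at about 44% in these data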;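 also: 0% = DMSO only wells and 100% = 100 µM nifuroxazide control wells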
Efa HMGR inh: blocks class II HMG-CoA reductase of Enterococcus faecalis; purified E. faecalis HMGR, NADPH absorbance 340 nm kinetic; inhibition, % at 10 µM; 190,000 tested, 0.41% active;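 active = inhibition above a set limit, the median over all tested compounds plus 3 SD, cut at about 9.5% in these data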;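 also: enzyme runs in reverse so mevalonate oxidation gives rising NADPH absorbance; 0% = complete reaction with DMSO and 100% = background rate lacking mevalonate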
STAT3 act: activators of IL-6 induced STAT3 signaling | U3A cells, IL-6 STAT3-luciferase reporter, luminescence; 100% = signal with IL-6 EC80 alone | activation (% of control), % at 5.6 µM | 190,000 tested, 0.91% active | AID 871;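 active = activation above the screen-wide mean of compound activation plus 3 SD, cut at about 130% in these data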;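 also: 0% = background luminescence of wells with medium and substrate only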
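Material: STAT3-luciferase reporter U3A cells; Probe or stimulus: IL-6 (33 ng/mL); Incubation: compound pre-incubation 1 h before IL-6, then 6 h stimulation at 37 °C; Technique: luminescence from STAT3-driven luciferase reporter; Evaluation: % activation versus median of IL-6-stimulated wells; Controls: IL-6-only high control.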
APP 5'UTR act: APP 5'UTR luciferase reporter activation | SH-SY5Y APP 5'UTR luciferase reporter, luminescence; zero percent = DMSO vehicle wells | 190,000 tested, 1% active | AID 1276 | activation, % at 2 µM;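 active = activation above a set limit, based on mean plus 3 SD of controls, cut at about 140% in these data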; also: values of inactives mirror those of a sister screen read the other way
TLR4 MyD88 comp: TLR4-MyD88 interaction inhibition in cells. 200,000 tested, 0.18% active. inhibition, % at 8.4 µM. HeLa CL3-4 TLR4/MyD88 BLA complementation, FRET ratio. O00206+Q99836. AID 861; in the data active = inhibition above about 25%;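 also: 0% = vehicle and 100% = reference inhibitor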
Target sequence (O00206 whole entry, looked up): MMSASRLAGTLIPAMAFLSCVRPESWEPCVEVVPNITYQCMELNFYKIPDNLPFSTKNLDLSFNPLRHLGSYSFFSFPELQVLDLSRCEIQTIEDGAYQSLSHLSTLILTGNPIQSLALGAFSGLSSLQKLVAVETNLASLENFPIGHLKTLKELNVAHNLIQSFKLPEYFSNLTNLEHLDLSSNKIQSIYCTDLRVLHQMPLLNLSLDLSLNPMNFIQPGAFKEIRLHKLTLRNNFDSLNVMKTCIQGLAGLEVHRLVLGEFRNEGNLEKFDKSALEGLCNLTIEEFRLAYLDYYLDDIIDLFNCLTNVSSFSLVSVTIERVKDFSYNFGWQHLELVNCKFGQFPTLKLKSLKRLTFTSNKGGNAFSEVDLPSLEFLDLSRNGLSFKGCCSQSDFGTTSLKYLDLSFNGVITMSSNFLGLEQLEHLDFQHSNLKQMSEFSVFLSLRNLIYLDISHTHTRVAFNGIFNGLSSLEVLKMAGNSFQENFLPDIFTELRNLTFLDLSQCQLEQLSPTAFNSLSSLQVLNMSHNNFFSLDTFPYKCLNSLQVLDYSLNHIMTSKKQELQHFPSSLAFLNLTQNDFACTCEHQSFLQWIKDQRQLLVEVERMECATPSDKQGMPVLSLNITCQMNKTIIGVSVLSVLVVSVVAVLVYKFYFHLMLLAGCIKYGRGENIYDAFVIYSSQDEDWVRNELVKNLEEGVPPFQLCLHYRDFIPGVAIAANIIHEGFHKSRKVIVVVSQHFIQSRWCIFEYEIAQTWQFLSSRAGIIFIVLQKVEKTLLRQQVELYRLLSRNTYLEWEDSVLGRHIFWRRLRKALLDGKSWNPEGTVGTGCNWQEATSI
Target sequence (Q99836 whole entry, looked up): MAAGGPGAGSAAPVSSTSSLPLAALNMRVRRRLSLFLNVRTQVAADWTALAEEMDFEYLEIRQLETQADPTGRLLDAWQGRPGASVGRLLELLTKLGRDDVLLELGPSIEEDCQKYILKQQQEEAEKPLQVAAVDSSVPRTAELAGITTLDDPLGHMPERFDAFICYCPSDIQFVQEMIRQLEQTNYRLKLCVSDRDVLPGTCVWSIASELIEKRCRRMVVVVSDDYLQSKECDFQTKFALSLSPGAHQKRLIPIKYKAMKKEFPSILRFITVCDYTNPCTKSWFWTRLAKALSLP
STAT1 inh: STAT1 signaling inhibition; NIH 3T3 STAT1-luciferase reporter, IFN-gamma, luminescence; inhibition, % at 5.5 µM; 200,000 tested, 0.35% active;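 active = inhibition above a set limit, the mean inhibition across all tested compounds plus 3 SD, cut at about 34% in these data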;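 also: 0% = IFN-gamma with DMSO and 100% = IFN-gamma with 300 µM nifuroxazide; values of inactives mirror those of a sister screen read the other way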
STAT1 activator: STAT1 signaling activation | NIH 3T3 STAT1-luciferase reporter, IFN-gamma, luminescence; 100% = IFN-gamma alone, no compound | activation (% of control), % at 5.5 µM | 200,000 tested, 2.6% active | AID 932;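 active = activation above the screen-wide mean activation plus 3 SD, cut at about 130% in these data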;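 also: raw ratio to IFN-gamma control signal so 100% means no change and 0% no light; values of inactives mirror those of a sister screen read the other way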
Starred values were filed as active, the others as inactive; . = not tested or not shown.

SMILES | NF-kB neuron act | Redox H2O2 prof | Hsp70 act | STAT3 blocker | Efa HMGR inh | STAT3 act | APP 5'UTR act | TLR4 MyD88 comp | STAT1 inh | STAT1 activator
Cc1ccc(CC(=O)Nc2nc3ccccc3s2)cc1 | 2.14 | 2.4 | 0.2 | 11.2 | -8.3 | 93.6 | 33.9 | 2.4 | -20.1 | 118.4
Cc1cc(C)n(-c2ccc(Cl)c(C(=O)O)c2)n1 | 0.98 | -0.9 | -0.3 | 4.7 | -0.2 | 100.9 | 2.6 | 14.4 | 5.0 | 95.2
CCn1c(SCC(=O)NCc2ccco2)nc2c1c(=O)n(C)c(=O)n2C | 1.71 | 2.8 | -0.4 | 5.8 | -8.4 | 98.3 | 10.8 | -4.7 | -1.9 | 101.7
CC(CC(=O)N1CCN(c2ccccc2F)CC1)c1ccccc1 (configuration not stated) | 0.96 | -0.2 | -0.3 | 5.9 | -5.6 | 96.2 | 4.5 | 4.5 | 3.7 | 96.0
CCOC(=O)c1sc(-c2cccs2)nc1C | 1.47 | 0.5 | -0.1 | 4.0 | -5.5 | 101.5 | 6.5 | 7.0 | -25.0 | 123.0
Cc1cc(N)n(Cc2cccs2)n1 | 1.12 | -0.7 | -0.2 | 2.6 | -0.2 | 100.7 | 6.0 | 8.0 | -8.4 | 105.7
Cc1cnccc1CNC(=O)CC1C(=O)NCCN1CC(C)(C)C (configuration not stated) | 0.84 | -0.4 | 0.1 | -2.0 | -3.3 | 103.7 | 3.5 | 2.4 | -1.7 | 99.8
N#CC(=C1SC=CS1)c1nc(-c2ccccc2)cs1 | 1.85 | -1.1 | 1.4 | -18.3 | -4.9 | 120.4 | 112.2 | -18.7 | -36.1 | 132.9*
Cc1ccc(N2C(=O)c3ccccc3C2Nc2ccccc2F)nc1 (configuration not stated) | 1.17 | -1.0 | -0.3 | 9.5 | -5.4 | 96.2 | -9.7 | 8.7 | 7.2 | 93.5
COc1ccccc1CC(=O)Nc1cccc(C(=O)NN2C(=O)c3ccccc3C2=O)c1 | 0.98 | 0.7 | -0.5 | -4.3 | -1.0 | 99.9 | 3.0 | 2.2 | 4.7 | 95.8
Cc1cccc(C(=O)Nc2oc(-c3ccccc3)cc2C#N)c1 | 1.87 | 0.0 | 0.3 | -0.2 | 2.1 | 100.1 | -2.7 | -2.5 | 8.1 | 94.0
O=C(NCc1ccco1)C(c1cccnc1)N(C(=O)Cn1nnc2ccccc21)c1ccccc1 (configuration not stated) | 1.06 | -0.2 | 0.1 | 8.0 | 0.0 | 97.7 | -0.1 | 0.1 | 4.2 | 96.2
Cc1ccccc1NC(=O)c1ccc(NC(=O)c2ccco2)cc1 | 1.12 | 0.9 | 0.1 | 14.7 | -4.5 | 90.0 | 7.6 | -3.0 | -0.2 | 100.2
CC(C)CNC(=O)CC(=O)N/N=C/c1ccc(F)cc1 | 1.25 | -0.4 | -0.3 | 5.6 | -1.2 | 93.6 | 11.6 | 7.7 | 4.6 | 97.8
Cn1c2c(c(=O)n(C)c1=O)C1c3cc(Cl)ccc3OCC1CO2 (configuration not stated) | 1.32 | -2.1 | -0.3 | 0.3 | 0.2 | 101.0 | 12.7 | 12.5 | -7.8 | 107.2
CN1C(=O)c2ccccc2C(C(=O)NCc2ccco2)C1c1c[nH]c2ccccc12 (configuration not stated) | 0.94 | -0.1 | -0.1 | -27.4 | 1.2 | 123.0 | -12.7 | 2.2 | -6.3 | 108.5
Cc1[nH]c2ccccc2c1Cc1nnc(SCc2ccccc2)o1 | 0.9 | -1.7 | 0.0 | 3.0 | -6.9 | 105.2 | 15.6 | 6.4 | -5.2 | 104.7
COc1cccc(C2CC(=O)Nc3cc4c(cc32)CCC4)c1 (configuration not stated) | 0.98 | -0.3 | -0.1 | 14.8 | -3.5 | 88.0 | -56.7 | 12.7 | 21.6 | 79.9
O=C(NNc1cccc(Cl)n1)Nc1cccc(Cl)c1 | 1.13 | 0.2 | -0.2 | 1.0 | -2.2 | 96.7 | -2.2 | 11.3 | 3.1 | 97.1
CCOC(=O)/C(C#N)=C1/C=CNC(=O)N1 | 1.02 | -1.4 | 0.0 | 10.9 | -3.1 | 94.5 | 5.1 | 3.4 | 11.2 | 89.8
O=c1[nH]n(-c2ccc([N+](=O)[O-])cc2)c(=O)c2ccccc12 | 1 | -0.3 | 0.0 | -6.0 | -4.5 | 107.2 | 16.7 | -2.2 | -0.7 | 101.2
COc1cccc(OCC(=O)O)c1 | 1.39 | -0.1 | 0.3 | 8.1 | -1.3 | 95.1 | 17.0 | -6.3 | 5.9 | 94.0
CCCC(C)C(=O)Nc1ccc(S(=O)(=O)Nc2nccc(C)n2)cc1 (configuration not stated) | 1.36 | -0.6 | 0.1 | -0.2 | 1.6 | 100.7 | 7.8 | -6.5 | 1.8 | 99.0
COc1ccc(N2C(=O)N(Cc3ccc(C)cc3)c3ccccc3S2(=O)=O)cc1 | 0.99 | -0.9 | -0.2 | 15.8 | 2.3 | 90.2 | -10.0 | 5.2 | -5.9 | 105.4
CCC(=O)NC(Cc1ccccc1)c1ccc2c(c1)OCCCO2 (configuration not stated) | 1.12 | -0.7 | -0.1 | -4.2 | -4.2 | 103.6 | 11.1 | -2.5 | 10.7 | 90.6
CC(=O)c1sc(N/N=C\c2cccc(Br)c2)nc1C | 1.28 | 2.6 | -0.3 | 5.9 | 0.7 | 97.4 | 23.4 | 1.4 | -6.4 | 105.7
COCCn1c(=O)[nH]c(=O)c2c(C(F)(F)F)cc(-c3cccs3)nc21 | 0.87 | 0.6 | -0.1 | -0.6 | -12.1 | 105.5 | -1.3 | -3.4 | -3.7 | 103.4
CC(C)[C@H](NC(=O)OCc1ccccc1)C(=O)OCC(=O)Nc1c(F)cccc1F | 0.92 | 0.1 | -0.4 | -1.8 | -3.0 | 97.9 | -8.5 | 12.6 | 4.2 | 96.1
COc1ccccc1-n1cnc2cc(NCc3ccccn3)ccc21 | 0.97 | 2.9 | -0.2 | 9.4 | -1.4 | 95.2 | 45.3 | 0.8 | -2.7 | 102.5
C=CCn1c(SCC2=C(C(=O)OCC)C(C)NC(=O)N2)nnc1C1CCCCC1 (configuration not stated) | 0.9 | 1.8 | 0.1 | 6.0 | -3.1 | 99.9 | -6.5 | 1.9 | -3.3 | 103.0
Nc1ccnn1Cc1ccc(Br)s1 | 1.2 | 0.3 | -0.2 | -11.2 | -1.0 | 109.2 | 11.8 | 13.0 | -0.2 | 100.2
Cc1ccc(C)n1C1CCS(=O)(=O)C1 (configuration not stated) | 1.09 | 2.6 | -0.3 | -3.4 | -2.5 | 105.2 | 1.2 | 1.2 | 2.4 | 97.8
CCn1c(O)c(/C=N/N=C2CCCC2)c2ccc(C3=NNC(=O)CC3)cc21 | 0.52 | -7.1 | -0.4 | 8.7 | -0.1 | 96.9 | 20.2 | -2.1 | 2.1 | 98.1
CCCCn1c(=O)[nH]c(=O)c2c1nc(CN1C(=O)c3ccccc3S1(=O)=O)n2CCC | 0.75 | -3.5 | -0.3 | 2.9 | 1.6 | 104.1 | 19.4 | 0.8 | 0.9 | 99.2
COCc1cc(=O)n2[nH]c(SCc3ccccc3)nc2n1 | 1.28 | -17.1 | -0.4 | 5.3 | -5.8 | 101.9 | -12.5 | -2.4 | 1.5 | 98.7
O=C(CSc1ccc2ccccc2c1)Nn1cnnc1 | 0.99 | 0.0 | -0.1 | 5.4 | 0.7 | 101.3 | -0.4 | 2.9 | -4.8 | 104.4
CCOC(=O)CCc1c(C)nc(SCC(=O)O)c(C#N)c1C | 1.18 | 0.1 | -0.1 | 9.6 | 1.4 | 93.8 | 0.1 | -6.8 | -0.2 | 100.2
C=CCn1c(SCC(N)=O)nnc1-c1ccccc1O | 1.18 | -0.2 | 0.2 | 7.0 | . | 96.2 | 1.8 | 3.6 | -3.7 | 103.5
O=C(OCc1ccccc1)c1cccnc1Cl | 1.24 | -0.2 | -0.1 | 19.2 | -5.2 | 87.9 | 1.7 | 8.3 | -10.0 | 109.3
C=C(C)Cn1c(SCC(=O)N/N=C/c2c(O)ccc3ccccc23)nc2ccccc2c1=O | 1.09 | 0.3 | -0.1 | -2.1 | -0.7 | 101.8 | -18.9 | 6.1 | 1.2 | 98.9
O=C(N/N=C\c1cn(-c2ccccc2)nc1-c1ccccc1)c1ccc(Br)o1 | 0.51 | -4.2 | 0.2 | 25.4 | -1.6 | 86.7 | 3.7 | -12.9 | -3.5 | 103.1
Cc1ccc2c(c1)c1c(n2CC(O)CN2C(=O)CNC2=O)C(=O)CCC1 (configuration not stated) | 1 | -0.8 | -0.1 | 14.7 | 3.7 | 94.9 | -5.7 | -3.2 | 7.9 | 92.9
O=C(N/N=C/c1ccccn1)c1ccccc1 | 1.78 | -0.7 | 0.0 | 1.0 | 0.3 | 97.9 | 23.4 | 8.0 | -19.1 | 118.0
Fc1ccc(N=C2NN=C(c3cc(F)ccc3F)CS2)cc1 | 2.4 | 0.5 | -0.2 | 16.5 | -13.0 | 89.7 | 26.4 | -6.2 | -25.6 | 123.2
O=c1c2ccccc2nc2n1C1(CCCCC1)Cc1ccccc1-2 | 0.94 | 1.1 | -0.2 | -3.8 | -5.3 | 104.4 | 11.3 | -7.0 | -5.2 | 104.8
CC(=O)Nc1ccc(NC(=O)Nc2ccc(C)cc2C)cc1 | 1.07 | -0.3 | -0.2 | 9.7 | 2.0 | 96.3 | 12.8 | -3.5 | -6.1 | 105.4
COCc1cc(C)nc(SCC(=O)Nc2cccc(C)c2C)c1C#N | 1.07 | 1.2 | 0.4 | 0.0 | -3.5 | 102.7 | 3.3 | -4.0 | -1.3 | 101.2
Cn1ccnc1SCC(=O)Nc1ccc2c(c1)OCO2 | 1.7 | 0.3 | -0.1 | 15.7 | -2.4 | 90.8 | 4.5 | -4.4 | -14.2 | 112.9
Cc1cc(C)c(S(=O)(=O)N2CCCOC2CNC(=O)C(=O)NCc2ccncc2)c(C)c1 (configuration not stated) | 1.05 | -0.2 | -0.5 | 27.9 | -5.3 | 78.7 | -2.1 | -6.6 | 7.5 | 93.4
Cc1nn(CC(=O)Nc2ccccn2)c(C)c1Br | 1.32 | -0.4 | -0.1 | 27.9 | -3.7 | 78.9 | 22.1 | 8.9 | -0.8 | 100.7
Cc1ccc(NC(=O)c2ccccc2OCC(=O)Nc2cccc(Cl)c2C)nc1 | 0.97 | -0.6 | -0.2 | 1.3 | -5.1 | 107.5 | 7.7 | -7.2 | 3.2 | 97.2
CCOC(=O)N1CCN(Cc2nc3c(c(=O)n(C)c(=O)n3C)n2Cc2ccccc2)CC1 | 1.26 | 0.4 | 0.0 | 11.1 | -0.3 | 95.1 | 5.4 | -6.5 | 1.5 | 98.7

At a glance, 2 of the compounds above.
SMILES | NF-kB neuron act | Redox H2O2 prof | Hsp70 act | STAT3 blocker | Efa HMGR inh | STAT3 act | APP 5'UTR act | TLR4 MyD88 comp | STAT1 inh | STAT1 activator
Cc1ccc(CC(=O)Nc2nc3ccccc3s2)cc1 | 2.14 | 2.4 | 0.2 | 11.2 | -8.3 | 93.6 | 33.9 | 2.4 | -20.1 | 118.4
Cc1cc(C)n(-c2ccc(Cl)c(C(=O)O)c2)n1 | 0.98 | -0.9 | -0.3 | 4.7 | -0.2 | 100.9 | 2.6 | 14.4 | 5.0 | 95.2
